MsrA act = activates bovine MsrA enzyme; activation, % at 10.6 µM; purified bovine MsrA, absorbance read-out; actives 0.3% (n = 360,000); in the data active means activation above about 7.5%;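 further: 0% = vehicle and 100% = reference activator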
CendR NRP1 mod = NRP-1/CendR interaction modulation; O14786; inhibition, % at 25 µM; FAM-RPARPAR peptide binding to NRP-1, fluorescence polarization; actives 0.85% (n = 360,000);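 active means inhibition or corrected inhibition above about 18%, plus a signal ratio from 0.5 to 1.5, limit read from the data, passing the limit was not always enough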; further: strong numbers were not always called active
Target sequence (O14786 whole entry, looked up): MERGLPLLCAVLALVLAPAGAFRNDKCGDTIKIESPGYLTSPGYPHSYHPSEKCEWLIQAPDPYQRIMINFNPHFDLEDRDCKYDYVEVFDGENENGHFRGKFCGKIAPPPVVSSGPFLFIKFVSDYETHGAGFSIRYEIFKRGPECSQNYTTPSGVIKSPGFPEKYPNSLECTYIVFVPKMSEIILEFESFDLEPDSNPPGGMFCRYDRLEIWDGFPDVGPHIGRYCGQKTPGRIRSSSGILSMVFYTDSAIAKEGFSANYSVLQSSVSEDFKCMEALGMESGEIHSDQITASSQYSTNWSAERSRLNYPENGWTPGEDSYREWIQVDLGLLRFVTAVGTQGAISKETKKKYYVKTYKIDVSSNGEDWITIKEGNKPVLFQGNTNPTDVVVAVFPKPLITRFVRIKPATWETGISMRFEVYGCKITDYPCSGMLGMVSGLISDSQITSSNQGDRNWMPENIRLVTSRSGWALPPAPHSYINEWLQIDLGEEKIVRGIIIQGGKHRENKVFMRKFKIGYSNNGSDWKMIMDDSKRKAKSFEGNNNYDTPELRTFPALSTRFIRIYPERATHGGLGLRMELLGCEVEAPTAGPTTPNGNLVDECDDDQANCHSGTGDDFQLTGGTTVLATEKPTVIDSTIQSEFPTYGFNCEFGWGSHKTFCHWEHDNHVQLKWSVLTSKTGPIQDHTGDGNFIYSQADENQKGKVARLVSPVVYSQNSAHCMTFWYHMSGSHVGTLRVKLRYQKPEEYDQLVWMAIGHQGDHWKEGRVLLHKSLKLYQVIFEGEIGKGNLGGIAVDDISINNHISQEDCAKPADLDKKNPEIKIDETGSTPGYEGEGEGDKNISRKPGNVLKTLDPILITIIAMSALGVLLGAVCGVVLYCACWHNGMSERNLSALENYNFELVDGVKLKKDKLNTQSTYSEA
Neddyl block = inhibitors of human cullin neddylation; P61081+Q13564; calls only at 25 µM; actives 0.58% (n = 360,000); TR-FRET cullin neddylation, biochemical; in the data active means inhibition above about 36%
eLon inh = inhibitors of E. coli Lon protease | P0A9M0 | purified E. coli Lon protease, fluorescence polarization | inhibition, % at 7.94 µM | actives 0.42% (n = 360,000) | AID 602123; in the data active means inhibition above about 13%, passing the limit was not always enough;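 further: 0% = enzyme with probe and DMSO and 100% = no enzyme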
SKN-1 inh = C. elegans SKN-1 inhibition; C. elegans VP596 Pgst-4::GFP/RFP ratio, acrylamide-induced, 24 h; inhibition, % at 21.8 µM; actives 0.49% (n = 360,000); AID 624304;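 active means interference check ratio from 0.5 to 1.5 plus GFP to RFP signal ratio inhibition reaching or exceeding a fixed threshold, cut at about 30% in these data, passing the limit was not always enough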; further: some compounds called inactive have numbers as strong as hits
MT1-MMP act inh = inhibitors of human MT1-MMP activation | AID 651647 | HT1080 RFP-PRO-GFP cells, GFP/RFP ratio fluorescence, overnight; percent of plate control window, DMSO zero | GFP/RFP ratio change, % at 20 µM | actives 0.061% (n = 360,000) | P50281;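 active means GFP/RFP ratio change of at least 30% with cell ATP level not reduced by more than half and red fluorescence within 50% of control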; further: strong numbers were not always called active
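Test system: HT1080 RFP-PRO-GFP cells; Benchmarks: DMSO and RFP-L50D-GFP cell wells; Timing: cells overnight before dosing, compound overnight, 37 °C, 5% CO2; Compound: one 20 µM compound dose with 1% DMSO; Read-out: GFP/RFP fluorescence ratio.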
Rin1 Abl inh = inhibitors of human Rin1-Abl protein interaction; P00519+Q13671; TR-FRET Rin1/Abl binding, biochemical; inhibition, % at 7.35 µM; actives 0.4% (n = 360,000); AID 588664; in the data active means inhibition above about 5%, passing the limit was not always enough
FAS-TE inh = blocks the thioesterase domain of human fatty acid synthase. recombinant FAS-TE, OMFH fluorogenic substrate, fluorescence endpoint. P49327. actives 0.67% (n = 360,000). inhibition, % at 15 µM;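 active means compounds whose normalised, plate-corrected inhibition of enzyme fluorescence in the single-dose primary screen is 50% or more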;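 further: 0% = DMSO with enzyme and 100% = substrate without enzyme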
MsrA inhibitor = bovine MsrA inhibition | purified bovine MsrA, absorbance read-out | AID 651718 | inhibition, % at 15.5 µM | actives 0.75% (n = 360,000); in the data active means inhibition above about 4.5%;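 further: 0% = vehicle wells with enzyme and 100% = reference inhibitor wells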
The depositor's hits bear a star; i = inactive; · = no result given; & = joins results of further samples; ! = not active in a repeat.

SMILES	MsrA act	CendR NRP1 mod	Neddyl block	eLon inh	SKN-1 inh	MT1-MMP act inh	Rin1 Abl inh	FAS-TE inh	MsrA inhibitor
Fc1ccc(NC(=S)N2N=CCC2c2ccccc2)cc1 (centres undefined)	-1	4	i	4	21	7	2	4	0.3
O=C1NC2=C(C(=O)CCC2)C(c2cccc([N+](=O)[O-])c2)N1 (centres undefined)	-3	9	i	-5	3	1	0	0	0.1
CCOc1ccc(NC(=O)NNC(=O)C(C)Oc2ccccc2OC)cc1 (centres undefined)	-2	8	i	3	4	-1	1	-4	0.1
COC(=O)C[C@H]1C=C[C@@H](NC(=O)NC2CCCCC2)[C@@H](CO)O1	·	11	i	·	7	0	·	·	-0.2
CC[C@@]12C(=O)N(c3ccc(C)cc3)C(=O)N1[C@H](c1cccc(C)c1)[C@@H]1C(=O)N(Cc3ccccc3)C(=O)[C@@H]12	-1	9	i	-1	7	-6	1	12	0.6
O=C(NC1CCCCC1)C1CCN(S(=O)(=O)c2cccs2)CC1	-4	-5	i	6	2	1	-2	-3	1.7
CC(OC(=O)C1CC2CCCC(C1)C2=O)C(=O)Nc1cccc([N+](=O)[O-])c1 (centres undefined)	-6	11	i	17	-11	3	0	13	-0.4
CCO[C@H]1OC(C(=O)Nc2ccccc2)=C[C@@H](c2ccc(C(F)(F)F)cc2)[C@@H]1CCCO	-1	-3	i	5	-4	-5	1	27	0.1
CN(CC(=O)c1c(N)n(C)c(=O)n(C)c1=O)c1ccccc1	-1	10	i	-3	8	0	-25	-3	0.3
CSCCC1COC(c2cccs2)=N1 (centres undefined)	0	-3	i	4	-8	-1	-4	-5	-0.1
CCOc1cc(C=O)ccc1OCC(=O)NC(C)(C)C	-4	-6	i	-6	-6	-2	-4	-9	0.9
O=C(Nc1ccn(CCCN2CCN(Cc3ccc(F)cc3)CC2)c(=O)n1)OCc1ccccc1	-3	-9	i	-7	3	-2	19*	-5	-0.2
Cc1ccc(SCC(=O)N(C)CC(=O)Nc2cccc(F)c2)c(C)c1	-7	-5	i	4	-6	6	4	5	0.9
O=C(Nc1ccccc1N1CCCCC1)c1ccc(N2C(=O)c3ccccc3C2=O)cc1	-13	-4	i	-3	7	8	0	26	-1.6
COc1ccc(C2(c3ccc(OC)cc3)NC(=O)N(CC(=O)Nc3ccc(OC)c(OC)c3)C2=O)cc1	-2	4	i	4	4	-1	1	4	2.3
O=C(NCc1ccc2c(c1)OCO2)C1CCN(S(=O)(=O)c2cccc3nsnc23)CC1	-5	3	i	-2	4	-5	-2	-6	0.5
Cc1cc(C(=O)N2CCCC(Nc3ccc(F)cc3)C2)n(C)n1 (centres undefined)	-8	12	i	10	-18	-3	1	-7	-0.1
CC1(C)OC(=O)C(=C2CCCN2)C(=O)O1	-2	0	i	0	-5	0	-3	-5	0.2
CCC(=O)NC(c1ccc(OC)cc1)c1c(O)ccc2ccccc12 (centres undefined)	1	-12	i	-5	13	-6	-3	-4	0.5
CCN(C(=O)CSc1nnnn1-c1cc(C)ccc1OC)C1CCS(=O)(=O)C1 (centres undefined)	-3	3	i	-5	-14	-1	3	-10	-1.6
COc1cc(C(=O)NCc2ncccc2C)ccc1OC1CCN(C(C)=O)CC1	3	-6	i	4	-5	-2	3	-8	-1.1
O=C1CN(C(=O)C2CCCC2)CCN1	-4	5	i	7	16	4	1	-4	0.9
O=C(CSc1nc(=O)n2ccccc2n1)N1CCCCCC1	-2	-8	i	-6	22	-2	1	-2	1.2
CN1C(=S)SC(N(O)C(=O)Nc2ccccc2)C1(C)C (centres undefined)	-1	-11	i	-15	-3	2	2	-4	-1.5
CCNC(=S)Nc1scc(-c2ccccc2)c1C(=O)OCC	3	-5	i	-2	16	2	1	18	2.3

Rin1 Abl inh: hit marks shown above.
compound	MsrA act	CendR NRP1 mod	Neddyl block	eLon inh	SKN-1 inh	MT1-MMP act inh	Rin1 Abl inh	MsrA inhibitor
O=C(Nc1ccn(CCCN2CCN(Cc3ccc(F)cc3)CC2)c(=O)n1)OCc1ccccc1	-3	-9	i	-7	3	-2	19*	-0.2

(cont.)
SMILES	MsrA act	CendR NRP1 mod	Neddyl block	eLon inh	SKN-1 inh	MT1-MMP act inh	Rin1 Abl inh	FAS-TE inh	MsrA inhibitor
COc1ccc(S(=O)(=O)NNC(=O)c2csc(-n3nc(C)cc3C(F)(F)F)n2)cc1	-3	-10	i	4	-11	15	-5	-3	0.6
CCOC(=O)C1=C(C)NC(SCC(N)=O)=C(C#N)C1c1ccccc1 (centres undefined)	-5	0	i	-5	-6	1	-1	2	0.5
O=C(CCC(F)(F)F)N1CCC(CO)(CCc2ccccc2)CC1	-1	-1	i	-1	9	-3	-1	-1	-0.9
CCN(CC(=O)NC1CCS(=O)(=O)C1)S(=O)(=O)c1cccc(C(C)=O)c1 (centres undefined)	-3	-12	i	-1	1	5	3	-3	-0.3
Cc1noc(NS(=O)(=O)c2ccc(N3C(=O)c4ccccc4C3=O)cc2)c1C	5	-1	i	1	-8	4	3	-3	1.0
COc1cc(OC)c(NS(=O)(=O)c2c(C(=O)N3CCCCC3)c(C)n(C)c2C)cc1Cl	-4	6	i	0	-1	-3	1	43	1.8
COc1ccccc1Nc1nc(N)nc(CN2CCN(c3ccccc3)CC2)n1	-5	4	i	2	2	4	-2	-5	0.1
COc1cccc(OCc2ccc(Cn3nc(NC(=O)NCCc4ccc(OC)c(OC)c4)c4ccccc43)cc2)c1	-3	0	i	-8	17	5	-1	20	0.8
C=CCc1cc(C)ccc1OCCCC(C(=O)OCC)C(=O)OCC	-4	5	i	5	7	1	4	25	1.7
O=S(=O)(Nc1ccc(Br)cc1)c1cccc(NS(=O)(=O)c2cccs2)c1	-1	21*	i	-5	10	2	-1	23	0.0
CCCC(C)C(=O)Nc1ccc(Cl)cc1Cl (centres undefined)	-3	13	i	1	18	3	0	3	1.5
c1cc(CNC2C3CC4CC(C3)CC2C4)ccn1 (centres undefined)	-3	1	i	-3	7	-1	2	0	-1.2
CCCn1c(SCC(=O)N2c3ccccc3CCc3ccccc32)nc2c1c(=O)n(C)c(=O)n2C	-2	-8	i	-7	-15	-8	0	2	0.2
CC(CN1CCOCC1)C(=O)O (centres undefined)	-3	12	i	4	18	2	2	-3	-0.1
CC(=O)N1N=C(c2c(-c3ccccc3)c3cc(Br)ccc3[nH]c2=O)CC1c1ccco1 (centres undefined)	-2	24*	i	0	10	-17	-3	-4	-0.9
COc1ccc(S(=O)(=O)NC(=O)C2(C)CCN2C(=O)CC2CC2)cc1 (centres undefined)	-1	16	i	-3	-5	-3	4	-5	1.0
O=C(CCC1CCCN(C(=O)C2(c3ccccc3)CC2)C1)N1CCN(c2ccccn2)CC1 (centres undefined)	-7	2	i	-4	12	2	10.0*	-4	0.2
COC(=O)c1ccccc1NC(=O)c1cc([N+](=O)[O-])nn1Cc1ccccc1	-11	-3	i	-10	4	-4	2	27	-0.3
CCOC(=O)N1CCC(NC(=O)CN2C(=O)C(CC)Oc3ccc(C)cc32)CC1 (centres undefined)	-6	0	i	-2	8	2	2	-6	0.2
COc1ccccc1NC(=O)Nc1ccccc1SC	-8	0	i	-2	-2	-5	4	-3	0.3
Cc1ccc2oc(=O)c3cc(C(=O)NCCCN4CCN(C)CC4)sc3c2c1	0	3	i	-5	11	6	-5	-2	2.7
CCOC(=O)Cc1csc(/N=C/c2c(O)n(-c3ccc(C)c(C)c3)c(=O)c3ccccc23)n1	-3	-8	·	-1	-3	-9	2	-4	-0.6
O=C(CCc1ccccc1)Nc1nn[nH]n1	-5	-5	i	0	5	3	0	-9	-0.7
C=CCN=C(NC#N)SC	-10	-7	i	0	2	2	2	-7	-1.2
CCSCc1nc(N)nc(NCCc2ccccc2)n1	-2	13	i	-7	7	1	-2	-4	-1.4

Sorted by value in eLon inh (low to high): 3 of the compounds above
mol	eLon inh
CC1(C)OC(=O)C(=C2CCCN2)C(=O)O1	0
CSCCC1COC(c2cccs2)=N1 (centres undefined)	4
C=CCc1cc(C)ccc1OCCCC(C(=O)OCC)C(=O)OCC	5

More results:
SMILES	MsrA act	CendR NRP1 mod	Neddyl block	eLon inh	SKN-1 inh	MT1-MMP act inh	Rin1 Abl inh	FAS-TE inh	MsrA inhibitor
COc1ccc(NC(=O)CSc2nc3ccc(OC)cc3[nH]2)cc1	-10	-10	i	-4	-17	-7	-2	-4	0.6
Cc1cccc(-n2c(C)cc(/C=C3/C(=N)N4C(c5ccccc5)=CSC4=NC3=O)c2C)c1	-5	10	·	-5	3	-69	-1	34	-0.4
O=C(NCCc1ccc(F)cc1)c1cccc2c1C(=O)c1ccc(N3CCC(Cc4ccccc4)CC3)cc1S2(=O)=O	-2	149	i	29*	9	-142	3	-68	·
Cc1ccc(-c2csc3nc(C)n(N)c(=O)c23)cc1	-1	6	i	2	4	-5	-3	-6	-0.8
CN(C)CC(C)(C)CNC(=O)CC1C(=O)NCCN1Cc1ccc(-c2ccccc2)cc1 (centres undefined)	1	7	i	-6	2	-1	-5	-1	1.0
COc1ccc(N2CCN(C(=O)CCNC(=O)Cn3ccc4ccccc4c3=O)CC2)cc1	-5	-2	i	1	-7	1	-4	-6	-0.3
C/C(=N\NC(=O)C(O)c1ccccc1)c1ccc(Br)s1 (centres undefined)	-4	-2	i	-18	1	1	-2	0	1.1
CCOc1ccccc1NC(=S)N(Cc1cc2ccc(C)cc2[nH]c1=O)CC1CCCN1CC (centres undefined)	-4	0	i	8	-2	6	2	-2	0.0
Cc1ccc(Br)c(NS(=O)(=O)c2cccc(C(=O)N3CCNC(=O)C3)c2)c1	-2	-16	i	8	18	2	-1	-4	-0.8
CC(OC(=O)CCCOc1ccccc1)C(=O)Nc1ccc(Cl)cn1 (centres undefined)	-4	0	i	1	1	1	0	13	0.4
Cc1nc2ccccc2n1CC(=O)N/N=C/c1cccnc1	-4	0	i	-8	17	12	-2	-7	-0.2
C[C@@H](O)C1NC(=O)[C@H](CCCCN)NC(=O)c2cc([N+](=O)[O-])cc(F)c2NCCCC[C@@H](C(N)=O)NC1=O (some centres undefined)	1	6	i	-4	7	-2	1	-18	·
Cc1ccc(S(=O)(=O)CCC(=O)Nc2nc(-c3cccnc3)cs2)cc1	-13	0	i	-12	-12	0	-1	-3	-0.8
O=C(CSc1oc(-c2ccco2)nc1S(=O)(=O)c1ccc(Cl)cc1)NCC1CCCO1 (centres undefined)	-2	-44	i	3	9	-15	-3	-1	-0.9
COc1cc(CNC(=O)c2cccc(COc3ccc(Cl)cc3)c2)cc(OC)c1	-4	-19	i	7	5	0	-2	29	1.2
CC(=O)c1ccc(NC(=O)Nc2ccc(Cl)cc2)cc1	-2	5	i	-3	-6	-5	2	12	0.9
CCOC(=O)C1=C(Nc2ccccc2)CC(C)(O)C(C(=O)OCC)C1c1ccc(Cl)cc1 (centres undefined)	0&-1	2&-4	i	-14&-6	44*!	-2&4	-5&1	26&10	-0.8&-0.9
CCOC(=O)C1=C(c2cccc(Oc3ccccc3)c2)NC(=S)NC1C (centres undefined)	-1	0	i	-7	4	-7	5	7	0.4
CCCCCCCNC(=O)C1(CC2CC(c3cccc(Br)c3)=NO2)CCN(C(=O)C2CCCC2)CC1 (centres undefined)	0	-34	i	-3	1	0	0	15	2.9
COC(=O)c1ccc(/C=C/c2c(-c3ccc(OC)cc3)sc3ccccc23)cc1	-8	-4	·	-1	-3	8	-1	35	-0.3
CC(=O)Nc1ccc(S(=O)(=O)NCCC(=O)OCc2ccc([N+](=O)[O-])cc2)cc1	-3	7	i	0	-1	-1	0	2	-0.5

By substructure, those above with a furan ring, fused or not
SMILES	MsrA act	CendR NRP1 mod	Neddyl block	eLon inh	SKN-1 inh	MT1-MMP act inh	Rin1 Abl inh	FAS-TE inh	MsrA inhibitor
CC(=O)N1N=C(c2c(-c3ccccc3)c3cc(Br)ccc3[nH]c2=O)CC1c1ccco1 (centres undefined)	-2	24*	i	0	10	-17	-3	-4	-0.9
O=C(CSc1oc(-c2ccco2)nc1S(=O)(=O)c1ccc(Cl)cc1)NCC1CCCO1 (centres undefined)	-2	-44	i	3	9	-15	-3	-1	-0.9

Source: PubChem BioAssay (several laboratories)
